All columns: NCI-60 one-dose screen, growth in % after 48 h at 10 µM unless noted; 100 = growth as untreated, 0 = no growth, -100 = all killed.
A549/ATCC – A549/ATCC NSCLC; actives 3.7% (n = 81,000); AID 1794740
SK-MEL-28 – SK-MEL-28 melanoma | actives 4.1% (n = 81,000)
EKVX – EKVX NSCLC; actives 3% (n = 71,000)
SK-MEL-2 – SK-MEL-2 melanoma. AID 1794763. actives 4.7% (n = 77,000)
M14 – M14 melanoma; actives 6.2% (n = 80,000); AID 1794745
HOP-92 – HOP-92 NSCLC cells | actives 6.3% (n = 71,000)
HOP-62 – HOP-62 NSCLC. actives 3.9% (n = 80,000). AID 1794735
SK-MEL-5 – SK-MEL-5 melanoma. actives 6.4% (n = 80,000)
Active calls of the source: *; / = not tested or not shown. The calls were made as follows: active = growth percent below 10; inactive = the rest.

1. CCOC(=O)CCCCn1c(-c2ccccc2)cc(-c2ccccc2)c(C#N)c1=O
2. O=C(O)/C=C/c1cc2c(cc1[N+](=O)[O-])OCO2
3. O=C1C=C(C(O)c2cccc3c2OCO3)C(=O)c2ccccc21 (stereo unspecified)
4. COc1ccc(/C(=C/c2cc(OC)c(OC)c(OC)c2)[N+](=O)[O-])cc1
5. COc1ccc(C(=O)CSc2nnc3sc(Nc4cccc(Cl)c4)nn23)cc1
6. O=c1[nH]c2ccccc2c(O)c1/C=N/Nc1nc(-c2ccccc2)cs1
compound no.,1,2,3,4,5,6
EKVX,101,/,118,28,100,47
HOP-62,106,102,104,68,112,48
SK-MEL-2,114,100,101,-13*,105,89
SK-MEL-28,102,107,106,1.8*,114,77
M14,/,116,98,2.1*,100,55
SK-MEL-5,100,104,101,71,101,70
HOP-92,98,106,74,-25*,90,94
A549/ATCC,104,/,103,66,93,61

7. C[C@H](Oc1ccc(C(=O)NS(=O)(=O)C(C)(C)C)cc1C(F)(F)F)c1ccc(Oc2ccccc2)cn1
8. COC(=O)CCCCCc1ccc(Cc2ccc(CCCCCC(=O)OC)cc2)cc1
9. COc1ccc(-c2nc(NN3C(=O)C4C=CC=CC4C(=O)OC3c3ccc(OC)c(O)c3)[nH]c(=O)c2Br)cc1 (stereo unspecified)
10. O=CNc1ccc(Cl)c(Cl)c1
11. Cn1cc(NC(=O)c2cc(NC(=O)CCSc3ccc4ccccc4c3)cn2C)cc1C(=O)NCCCN1CCOCC1
12. CCOC(=O)C(C)OC(=O)C(C)O (stereo unspecified)
compound no.,7,8,9,10,11,12
EKVX,101,113,104,94,102,/
HOP-62,94,104,104,95,97,99
SK-MEL-2,99,92,108,101,121,96
SK-MEL-28,104,109,111,101,91,96
M14,99,103,104,99,104,97
SK-MEL-5,101,106,102,99,79,105
HOP-92,83,85,117,85,51,92
A549/ATCC,96,97,91,99,94,97

13. CCO/C=N/C1=C(C#N)C(c2ccc(Cl)cc2)c2sc3c(F)cccc3c2O1 (stereo unspecified)
14. COc1cccc(/C=C2\SC(=S)N(c3ccccn3)C2=O)c1OC
15. COC1/C=C\OC2(C)Oc3c(C)c(O)c4c(O)c(c(CN(C)CCO)c(O)c4c3C2=O)NC(=O)/C(C)=C\C=C/C(C)C(O)C(C)C(O)C(C)C(OC(C)=O)C1C (stereo unspecified)
16. CCCCCCCC(=O)Nc1cc2c3c(c1)CCC(=O)N3CCC2
17. CCOC(=O)/C=C(/C)NC(N)=O
18. Cc1nn2c(CO)c(C)nc2s1
compound no.,13,14,15,16,17,18
EKVX,76,105,95,/,108,97
HOP-62,58,117,90,105,107,99
SK-MEL-2,14,111,105,/,119,103
SK-MEL-28,74,113,124,96,116,108
M14,46,106,105,99,104,102
SK-MEL-5,65,101,108,95,107,115
HOP-92,77,137,115,/,/,103
A549/ATCC,53,117,116,94,101,99

19. CCCN(CCC)C(=O)[C@@H](CC)[C@@H]1CC[C@@H](C)[C@@H]([C@H](C)[C@@H](O)[C@@H](C)C(=O)[C@H](CC)C2O[C@]3(C=CC(=O)[C@]4(CC[C@@](C)([C@H]5CC[C@](O)(CC)[C@H](C)O5)O4)O3)[C@H](C)C[C@@H]2C)O1 (stereo partly specified)
20. Oc1c(Cc2ccccc2)nc2c(-c3nc4ccccc4s3)c(Nc3ccccc3)[nH]n12
21. Cc1ccccc1NS(=O)(=O)c1ccc(-c2cc3ccccc3c(=O)o2)cc1
22. O=C(c1nc2ccccc2[nH]1)C1C(c2cccc([N+](=O)[O-])c2)C2CC3CCCCC3N2[C@@]12C(=O)Nc1cc(Cl)ccc12 (stereo partly specified)
23. Cc1ccc2cc(/C=C3\SC(=Nc4ccc(S(N)(=O)=O)cc4)NC3=O)c(Cl)nc2c1
24. Cc1ccc(S(=O)(=O)NCCCNc2nccc(-c3c(-c4cccc(F)c4)nc4occn34)n2)cc1
compound no.,19,20,21,22,23,24
EKVX,86,90,85,31,102,79
HOP-62,98,104,102,48,100,88
SK-MEL-2,101,118,102,41,107,88
SK-MEL-28,99,109,102,55,108,96
M14,95,106,101,21,/,57
SK-MEL-5,96,103,98,45,101,67
HOP-92,92,108,96,17,104,83
A549/ATCC,93,91,94,18,98,53

Pulled by compound from the entries so far (five):
19. CCCN(CCC)C(=O)[C@@H](CC)[C@@H]1CC[C@@H](C)[C@@H]([C@H](C)[C@@H](O)[C@@H](C)C(=O)[C@H](CC)C2O[C@]3(C=CC(=O)[C@]4(CC[C@@](C)([C@H]5CC[C@](O)(CC)[C@H](C)O5)O4)O3)[C@H](C)C[C@@H]2C)O1 (stereo partly specified)
22. O=C(c1nc2ccccc2[nH]1)C1C(c2cccc([N+](=O)[O-])c2)C2CC3CCCCC3N2[C@@]12C(=O)Nc1cc(Cl)ccc12 (stereo partly specified)
20. Oc1c(Cc2ccccc2)nc2c(-c3nc4ccccc4s3)c(Nc3ccccc3)[nH]n12
21. Cc1ccccc1NS(=O)(=O)c1ccc(-c2cc3ccccc3c(=O)o2)cc1
24. Cc1ccc(S(=O)(=O)NCCCNc2nccc(-c3c(-c4cccc(F)c4)nc4occn34)n2)cc1
compound no.,19,22,20,21,24
EKVX,86,31,90,85,79
HOP-62,98,48,104,102,88
SK-MEL-2,101,41,118,102,88
SK-MEL-28,99,55,109,102,96
M14,95,21,106,101,57
SK-MEL-5,96,45,103,98,67
HOP-92,92,17,108,96,83
A549/ATCC,93,18,91,94,53

The list continues:
25. CCCc1cc2c(cc1N(C)S(=O)(=O)c1ccccc1)OCO2
26. COc1ccc(/C=C2\COc3ccc(O)c(O)c3C2=O)cc1OC
27. Clc1ccc(N2CCN(CCCN3CCN(c4cccc(Cl)c4)CC3)CC2)cc1
28. Cc1c(C(=O)OCCO)cc(-c2ccc(Cl)cc2)n1-c1ccc(Cl)cc1Cl
29. COc1cccc(/C=C/c2c(C(=O)c3ccccc3)c(=O)[nH]c3ccccc23)c1
30. CC1N/C(=C/c2ccccc2)C(=O)O1 (stereo unspecified)
compound no.,25,26,27,28,29,30
EKVX,99,42,42,64,102,89
HOP-62,101,12,68,89,76,96
SK-MEL-2,84,76,97,96,89,104
SK-MEL-28,97,57,85,71,114,107
M14,101,/,44,56,104,92
SK-MEL-5,86,/,1.8*,67,93,117
HOP-92,42,/,43,91,72,96
A549/ATCC,87,32,58,48,92,109

Given with each value named: entries from further up.
[29] COc1cccc(/C=C/c2c(C(=O)c3ccccc3)c(=O)[nH]c3ccccc23)c1
  EKVX = 102
  HOP-62 = 76
  SK-MEL-2 = 89
  SK-MEL-28 = 114
  M14 = 104
  SK-MEL-5 = 93
  HOP-92 = 72
  A549/ATCC = 92
[25] CCCc1cc2c(cc1N(C)S(=O)(=O)c1ccccc1)OCO2
  EKVX = 99
  HOP-62 = 101
  SK-MEL-2 = 84
  SK-MEL-28 = 97
  M14 = 101
  SK-MEL-5 = 86
  HOP-92 = 42
  A549/ATCC = 87
[26] COc1ccc(/C=C2\COc3ccc(O)c(O)c3C2=O)cc1OC
  EKVX = 42
  HOP-62 = 12
  SK-MEL-2 = 76
  SK-MEL-28 = 57
  M14 = /
  SK-MEL-5 = /
  HOP-92 = /
  A549/ATCC = 32
[28] Cc1c(C(=O)OCCO)cc(-c2ccc(Cl)cc2)n1-c1ccc(Cl)cc1Cl
  EKVX = 64
  HOP-62 = 89
  SK-MEL-2 = 96
  SK-MEL-28 = 71
  M14 = 56
  SK-MEL-5 = 67
  HOP-92 = 91
  A549/ATCC = 48

Additional structures follow:
31. COc1cc(C(=O)O)nc(N)n1
32. O=C1c2ccccc2C(=O)N1[C@@H]1C(=O)N2CCS[C@]12C(=O)OCc1ccccc1
33. Cc1cc(=O)n2c(C(=O)NN)nn(-c3ccc(S(N)(=O)=O)cc3)c2n1
34. O=C(CSc1nnc(Cn2c(C(F)(F)F)nc3ccccc32)o1)N1CCOCC1
35. C#CCN
36. ClCc1c(Cl)c(Cl)c(Cl)c(CCl)c1Cl
compound no.,31,32,33,34,35,36
EKVX,101,102,107,97,/,101
HOP-62,88,/,98,102,108,-29*
SK-MEL-2,83,108,100,100,105,88
SK-MEL-28,100,94,110,106,106,89
M14,98,116,98,102,100,35
SK-MEL-5,99,98,104,101,95,61
HOP-92,93,115,98,117,92,/
A549/ATCC,88,97,99,99,96,95

37. O=C(N/N=C\c1ccc(Br)cc1)c1ccncc1
38. COc1ccccc1OC(=O)c1ccccc1
39. CCC1(C)COC(c2ccc3c(c2)OCO3)OC1 (stereo unspecified)
40. COc1ccc(C(=O)CSc2nccc(Nc3ccc(S(N)(=O)=O)cc3)n2)cc1
41. CC(=O)OCCOc1cc(Cl)c(Cl)cc1Cl
42. CC1(C)N=C(N)N=C(N)N1c1cccc(CCCCOc2ccccc2)c1
compound no.,37,38,39,40,41,42
EKVX,100,119,106,102,78,/
HOP-62,100,99,101,109,103,11
SK-MEL-2,117,146,105,104,90,71
SK-MEL-28,115,116,113,107,113,39
M14,104,108,109,96,103,24
SK-MEL-5,102,151,110,95,99,18
HOP-92,/,105,92,112,82,/
A549/ATCC,104,113,101,108,91,11

43. N#CCC(=O)NN=C1CCCCC1
44. Cc1nc(-c2ccc(Cl)cc2)ccc1-c1nnc(SCC(=O)c2ccc(Cl)cc2)o1
45. O=C(CN1CCOCC1)n1c(-c2ccccc2)nc2ccccc21
46. CCCCCCCCCCCC1=NC(C)(CO)CO1 (stereo unspecified)
47. C=C(C)[C@@H]1CC[C@]2(C)CC[C@]3(C)[C@H](CC[C@@H]4[C@@]5(C)C/C(=C/c6cccnc6)C(=O)C(C)(C)[C@@H]5CC[C@]43C)[C@@H]12
48. CC[C@H](c1ccc(O)cc1)[C@@H](CC)c1ccc(O)cc1
compound no.,43,44,45,46,47,48
EKVX,/,71,94,92,99,91
HOP-62,100,90,92,93,104,108
SK-MEL-2,107,108,98,111,103,91
SK-MEL-28,110,107,117,106,106,104
M14,100,109,103,95,105,93
SK-MEL-5,105,97,100,97,102,76
HOP-92,89,96,114,/,90,97
A549/ATCC,104,109,106,94,103,92

49. O=c1c2cc(F)ccc2nc(SCc2ccccc2F)n1-c1ccccc1
50. O=Cc1ncc(-c2cc(C(F)(F)F)cc(C(F)(F)F)c2)c(NC2CCCCCC2)n1
51. O=C(COc1ccccc1)NCCO
52. COc1ccccc1NC(=O)c1cc2ccccc2cc1O
53. CCCCC(=O)OC(C)COc1ccc(C(C)CC)cc1 (stereo unspecified)
54. Cc1ccc(S(=O)(=O)OC[C@]23CCC(C)(C)C[C@H]2C2=CC[C@@H]4[C@@]5(C)CCCNC(C)(C)[C@@H]5CC[C@@]4(C)[C@]2(C)CC3)cc1
compound no.,49,50,51,52,53,54
EKVX,82,/,106,85,90,83
HOP-62,57,88,94,90,96,78
SK-MEL-2,102,/,96,80,83,102
SK-MEL-28,78,106,126,111,111,100
M14,89,99,95,84,95,81
SK-MEL-5,91,97,112,67,105,92
HOP-92,90,/,90,77,78,42
A549/ATCC,87,90,93,102,78,35

55. COc1ccc(C2Cc3c(nn(-c4cccc(Cl)c4)c(=O)c3C#N)C(O)=C2[N+](=O)[O-])cc1 (stereo unspecified)
56. O=C(O)/C(Cl)=C/Cl
57. O=C(O)c1cccc(N/C=C/C(=O)c2cc3ccccc3oc2=O)c1
58. Nc1cnc(=S)[nH]c1N
59. O=C(/C=C/Nc1ccccc1)c1cc2ccccc2oc1=O
60. C#CCOc1ccccc1C(OC(=O)c1ccc(Cl)cc1Cl)C(=O)NC(C)(C)C(C)(C)C (stereo unspecified)
compound no.,55,56,57,58,59,60
EKVX,91,108,87,123,86,71
HOP-62,88,99,83,111,83,90
SK-MEL-2,101,131,99,110,104,87
SK-MEL-28,107,109,109,115,103,88
M14,104,107,94,111,95,83
SK-MEL-5,88,109,93,117,94,81
HOP-92,103,80,93,92,89,68
A549/ATCC,93,102,106,103,101,74

61. Brc1ccc(/C=N/Nc2nnc(-c3ccncc3)o2)cc1
62. CCOC(=O)C1CCCNC1=O (stereo unspecified)
63. Cc1ccc(/C=C2\SC(=S)N(CCCC(=O)O)C2=O)cc1
64. O=C(C[n+]1ccc2ccccc2c1)c1cccs1
65. O=[N+]([O-])c1ccc(Oc2ccccc2C2CCCCC2)c([N+](=O)[O-])c1
66. COC(=O)C1=NC(=O)C(C#N)=C(C(=O)OC)C1(C(=O)c1ccc(OC)cc1)c1ccc(OC)cc1 (stereo unspecified)
compound no.,61,62,63,64,65,66
EKVX,83,110,99,88,107,82
HOP-62,102,92,104,77,108,105
SK-MEL-2,126,155,/,94,/,124
SK-MEL-28,111,118,98,105,111,100
M14,106,100,105,90,102,89
SK-MEL-5,109,116,90,104,101,92
HOP-92,102,128,129,/,52,88
A549/ATCC,102,107,98,98,92,94

67. CN(C)c1nc(N)nc(N)n1
68. O=S(=O)(NCCCNc1nccc(-n2ccc3cccnc32)n1)c1ccccc1
69. CC[C@H](C)C(NC(=O)[C@@H](NC(=O)[C@@H]1CCCN1C(=O)CNC(=O)[C@H](C)N)C(C)C)C(=O)OC (stereo partly specified)
70. COC(=O)c1nnn(-c2ccc(Cl)cc2Cl)c1N
71. CN1CSC(=S)N(c2ccc(Cl)cc2)C1
72. Oc1ccc(N=Nc2ccccn2)c(O)c1
compound no.,67,68,69,70,71,72
EKVX,112,94,94,62,76,24
HOP-62,105,108,109,80,99,16
SK-MEL-2,105,106,121,91,125,28
SK-MEL-28,106,106,110,87,93,32
M14,112,104,107,89,96,-6.6*
SK-MEL-5,104,97,98,84,70,/
HOP-92,96,91,83,64,84,58
A549/ATCC,97,96,102,87,68,17

Screening data: PubChem BioAssay, NCI
